Screening data (PubChem)
Gli-Sufu block: antagonists of Gli-Sufu signaling; Sufu-KO-LIGHT fibroblasts, Gli luciferase reporter luminescence; inhibition, % at 5 µM; 340,000 tested, 0.74% active; AID 588413;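 active means inhibition above about 55%, limit read from the data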;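 further: 0% = DMSO-treated cells and 100% = wells with medium but no cells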
697 NFkB inh: lowers PMA/ionomycin-induced NF-kB signal in 697 B cells; AID 435022; inhibition, % at 4 µM; 330,000 tested, 0.33% active; 697 B-cell NF-kB luciferase reporter, 16 h; in the data active means inhibition above about 35%
SENP7 block: blocks the human protease SENP7. inhibition, % at 5 µM. Q9BQF6. recombinant SENP7, Z-RLRGG-aminoluciferin luminescence, 40 min. 330,000 tested, 1.5% active;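 active means inhibition above about 50% at the single test dose, limit read from the data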;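 further: plate controls were DMSO with enzyme for no effect and no enzyme buffer wells for full effect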
UBC13 polyUb: human UBC13 polyubiquitination inhibition. UBC13 polyubiquitin chain formation, TR-FRET. P61088. inhibition, % at 20 µM. 330,000 tested, 0.47% active; in the data active means inhibition above about 45%, passing the limit was not always enough; inconclusive means no clear call, values can overlap the other calls
Jurkat NFkB inh: lowers PMA/ionomycin-induced NF-kB signal in Jurkat cells; AID 435003; inhibition, % at 4 µM; PMA/ionomycin-induced NF-kB luciferase reporter, luminescence; 330,000 tested, 0.53% active
SENP8 inh: SENP8 protease inhibition. Q96LD8. purified SENP8, Z-RLRGG-aminoluciferin cleavage, luminescence. inhibition, % at 10 µM. 330,000 tested, 1.2% active. AID 2540
Apaf1 inhib: inhibitors of human Apaf-1 apoptosome | O14727 | reconstituted apoptosome caspase-3 activity, DEVD-Rh110 fluorescence | inhibition, % at 20 µM | 330,000 tested, 0.71% active | AID 489030; active means inhibition of at least 40% at 20 µM;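 further: plate controls were DMSO wells for no effect and DEVD-CHO caspase inhibitor wells for full effect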
Target sequence (O14727 whole entry, looked up): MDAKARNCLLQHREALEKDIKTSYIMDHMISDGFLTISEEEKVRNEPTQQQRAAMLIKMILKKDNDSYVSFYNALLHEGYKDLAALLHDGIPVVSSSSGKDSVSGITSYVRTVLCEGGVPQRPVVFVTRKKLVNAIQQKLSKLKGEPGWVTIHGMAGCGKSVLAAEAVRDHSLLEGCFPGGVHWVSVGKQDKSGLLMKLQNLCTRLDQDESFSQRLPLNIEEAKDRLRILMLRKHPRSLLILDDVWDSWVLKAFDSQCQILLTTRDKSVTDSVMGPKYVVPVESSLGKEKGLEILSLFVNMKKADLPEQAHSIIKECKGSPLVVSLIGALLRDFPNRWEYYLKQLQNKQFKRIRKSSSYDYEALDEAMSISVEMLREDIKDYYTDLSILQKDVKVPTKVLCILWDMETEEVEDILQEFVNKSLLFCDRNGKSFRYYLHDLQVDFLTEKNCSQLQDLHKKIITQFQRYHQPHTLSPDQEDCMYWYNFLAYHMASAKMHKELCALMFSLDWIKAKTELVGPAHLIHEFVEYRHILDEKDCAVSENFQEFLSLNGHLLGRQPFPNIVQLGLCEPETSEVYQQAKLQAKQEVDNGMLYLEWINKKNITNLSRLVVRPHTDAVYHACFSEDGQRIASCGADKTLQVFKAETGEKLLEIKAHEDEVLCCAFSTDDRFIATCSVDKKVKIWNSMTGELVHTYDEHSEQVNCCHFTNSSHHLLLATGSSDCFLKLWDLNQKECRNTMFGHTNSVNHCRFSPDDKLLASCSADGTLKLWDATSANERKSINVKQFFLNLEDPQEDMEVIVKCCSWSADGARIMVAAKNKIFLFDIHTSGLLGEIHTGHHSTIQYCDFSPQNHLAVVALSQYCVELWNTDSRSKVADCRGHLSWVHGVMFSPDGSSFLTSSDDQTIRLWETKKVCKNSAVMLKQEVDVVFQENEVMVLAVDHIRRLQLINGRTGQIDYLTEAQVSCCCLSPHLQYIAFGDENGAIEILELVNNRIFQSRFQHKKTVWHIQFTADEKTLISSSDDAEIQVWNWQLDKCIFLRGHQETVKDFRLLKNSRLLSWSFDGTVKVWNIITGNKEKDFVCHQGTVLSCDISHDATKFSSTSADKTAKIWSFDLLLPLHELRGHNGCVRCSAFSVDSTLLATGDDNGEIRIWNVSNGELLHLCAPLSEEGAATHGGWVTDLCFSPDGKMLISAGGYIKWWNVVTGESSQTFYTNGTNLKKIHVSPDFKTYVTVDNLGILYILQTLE
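Material: cell-free apoptosome with Apaf-1, procaspase-3 and caspase-9; Buffer or medium: Hepes pH 7.5 with detergent and BSA; Reagent: cytochrome c trigger plus (Z-DEVD)2-Rh110 caspase-3 substrate; Times: compound with Apaf-1, dATP, procaspase-3 30 min, then 50 min reaction, room temperature; Technique: Rh110 fluorescence intensity.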
HKDC1 inhibitor: blocks human hexokinase HKDC1 activity | Q2TB90 | recombinant HKDC1, G6PDH/diaphorase resazurin coupled fluorescence | inhibition, % at 20 µM | 340,000 tested, 0.16% active | AID 493160;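 active means inhibition above about 35% when tested at 20 µM, limit read from the data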;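 further: plate controls were DMSO wells with enzyme for no effect and DMSO wells lacking enzyme for full effect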
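Assay system: in-house recombinant HK5 (HKDC1) enzyme. Input: HKDC1 at 5 µg/mL. Medium: Tris pH 8.0 buffer with MgCl2, Tween-20, BSA, BME. Dosing: single 20 µM dose. Schedule: 90 min reaction incubation at room temperature, dark. Signal: resazurin-to-resorufin fluorescence via G6PDH and diaphorase coupling, 525/613 nm. Controls: DMSO-enzyme wells negative, buffer-substituted wells positive.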
* = called active by the depositor; ? = inconclusive; nt = no result given. Unless noted, no stated cut-off is given here; in the data, active means inhibition above about 50%; inactive means the rest.

SMILES	Gli-Sufu block	697 NFkB inh	SENP7 block	UBC13 polyUb	Jurkat NFkB inh	SENP8 inh	Apaf1 inhib	HKDC1 inhibitor
Cc1ccccc1N1CC(C(=O)Nc2ccc3c(c2)OCO3)CC1=O (centres undefined)	-8	-13	3	-9	6	-5	6	0
Fc1cc(F)c2nc(N3CCCC3)sc2c1	-22	-42	24	22	-26	13	-8	1
COc1ccc2[nH]c3c(=O)n(CCCCCC(=O)NCCC(C)C)c(=S)[nH]c3c2c1	1	17	-9	-21	11	-8	19	-10
COc1cc(-c2noc(CCCC(=O)Nc3cccnc3)n2)cc(OC)c1OC	4	7	6	0	-2	1	-5	2
O=C(O)CC/C(=N/Nc1ncc(C(F)(F)F)cc1Cl)C(=O)O	-1	11	-4	-10	11	-1	-5	-10
CN(c1ccccc1)S(=O)(=O)c1cccc(NC(=O)CN2CCCc3ccccc32)c1	18	-35	-4	-3	5	1	-6	4
CSCCCN1CCCC(CO)(Cc2ccc(F)cc2)C1 (centres undefined)	32	-9	2	8	7	-1	0	0
CCOc1ccc(OCCC(=O)OCC(=O)NCc2ccccc2)cc1	1	0	8	2	5	-1	10	-1
COc1ccc(C(=O)OCC(=O)N2C(C)CCCC2C)cc1[N+](=O)[O-] (centres undefined)	-19	15	-1	-2	9	4	-10	-3
COc1ccc(S(=O)(=O)N2CCOCC2)cc1NC(=O)CSc1ccc(F)cc1	-6	0	-2	9	-6	2	0	-3
COc1ccccc1N1CCN(C(=O)/C=C/c2cccs2)CC1	-10	0	-6	0	-4	4	-3	-10
COc1ccc(N2CC(NS(=O)(=O)c3cccs3)CC2=O)cc1 (centres undefined)	-2	6	-1	3	8	-4	3	0
CCCCNc1c(-c2ccc(SC(C)CC)c(OC)c2)nc2ccc(C)cn12 (centres undefined)	29	-4	-6	35	-29	0	27	6
O=C(NCC1CCCO1)c1cc2nc(-c3ccco3)cc(C(F)(F)Cl)n2n1 (centres undefined)	3	-36	1	-4	-12	-5	-1	2
COc1ccccc1C(=O)NC(=O)Nc1c(C)cc(C)cc1C	6	-11	3	1	0	-3	15	0
CCCCNc1ccc(S(=O)(=O)c2cccc([N+](=O)[O-])c2)cc1[N+](=O)[O-]	-19	-36	3	-9	4	0	11	-8
COc1ccc(-c2ccc(C(=O)O)o2)c([N+](=O)[O-])c1	-11	20	-1	2	13	2	13	-3
O=C(CN1C(=O)CC(c2ccccc2)S(=O)(=O)c2ccccc21)N1CCCCC1 (centres undefined)	-3	-9	-6	0	13	-3	8	-6
COc1cc(/C=C2/SC(=O)N(Cc3ccccc3)C2=O)ccc1OCc1ccncc1	-4	3	4	-14	11	1	25	-2
O=S(=O)(NCc1ccccc1)c1ccc(S(=O)(=O)N(Cc2cccs2)CC2CCCO2)cc1 (centres undefined)	-8	5	-9	-15	2	-7	5	-13
COC(=O)c1ccc(NC(=O)CCN2C(=O)NC(C)(C)C2=O)cc1	0	17	-7	-2	-13	-7	0	-5
Cc1cc(=O)oc2ccc(OC(=O)CN3C(=O)c4cccc([N+](=O)[O-])c4C3=O)cc12	-4	-8	3	-4	-7	0	-1	0
CCC(C)OC(=O)n1ccc(C(=O)Nc2nccs2)n1 (centres undefined)	-10	-11	-2	-1	-12	-6	-5	-6
CC(=O)C[C@@H](O)CC(=O)[C@@H]1OC(=O)CCCCCCCc2ccccc21	-8	-21	-7	-6	-20	-16	10	-5
CC(C)C[C@@H]1CN=C(N)N1C[C@@H]1CCCN1C[C@@H](C(C)C)N1C[C@@H](Cc2ccccc2)N(CCCC2CCCC2)C1=N	-6	19	5	78*	4	3	55*	-5
CCN(C(=O)COC(=O)c1ccc(S(=O)(=O)N2CCCc3ccccc32)cc1)C1CCS(=O)(=O)C1 (centres undefined)	-30	10	-1	6	12	1	7	2
COc1cc(NC(=O)c2cc(S(=O)(=O)N3CCCCC3)c[nH]2)cc(OC)c1	12	2	19	-16	-2	-9	-8	-5
S=C1NC2(CCCCC2)Nc2ccccc21	1	-4	-1	?	6	-7	-4	-5
CC(C)(C)NC(=O)NC(=O)COC(=O)c1c(F)cccc1Cl	-21	-10	7	1	-9	-7	-13	1
C=CCN=C(C)C1=C(O)C(C)OC1=O (centres undefined)	-6	-5	-4	-9	3	-5	4	-2

3 compounds from above, ordered by heavy-atom count, smallest number first:
SMILES	Gli-Sufu block	697 NFkB inh	SENP7 block	UBC13 polyUb	Jurkat NFkB inh	SENP8 inh	Apaf1 inhib	HKDC1 inhibitor
CCC(C)OC(=O)n1ccc(C(=O)Nc2nccs2)n1 (centres undefined)	-10	-11	-2	-1	-12	-6	-5	-6
COc1cc(NC(=O)c2cc(S(=O)(=O)N3CCCCC3)c[nH]2)cc(OC)c1	12	2	19	-16	-2	-9	-8	-5
O=S(=O)(NCc1ccccc1)c1ccc(S(=O)(=O)N(Cc2cccs2)CC2CCCO2)cc1 (centres undefined)	-8	5	-9	-15	2	-7	5	-13

An excerpt from above, showing only SENP8 inh, HKDC1 inhibitor and Apaf1 inhib:
| structure | SENP8 inh | HKDC1 inhibitor | Apaf1 inhib |
| --- | --- | --- | --- |
| CC(C)C[C@@H]1CN=C(N)N1C[C@@H]1CCCN1C[C@@H](C(C)C)N1C[C@@H](Cc2ccccc2)N(CCCC2CCCC2)C1=N | 3 | -5 | 55* |
| CCN(C(=O)COC(=O)c1ccc(S(=O)(=O)N2CCCc3ccccc32)cc1)C1CCS(=O)(=O)C1 (centres undefined) | 1 | 2 | 7 |
| COc1cc(NC(=O)c2cc(S(=O)(=O)N3CCCCC3)c[nH]2)cc(OC)c1 | -9 | -5 | -8 |
| S=C1NC2(CCCCC2)Nc2ccccc21 | -7 | -5 | -4 |
| CC(C)(C)NC(=O)NC(=O)COC(=O)c1c(F)cccc1Cl | -7 | 1 | -13 |

Additional structures follow:
SMILES	Gli-Sufu block	697 NFkB inh	SENP7 block	UBC13 polyUb	Jurkat NFkB inh	SENP8 inh	Apaf1 inhib	HKDC1 inhibitor
COc1ccc(C(=O)/C=C/c2ccccc2C(F)(F)F)cc1	3	1	-1	-5	-6	-4	11	10
Cc1nn2c(CN(C(=O)COc3ccccc3)c3ccccc3)nnc2c2ccccc12	2	1	3	5	-1	-5	17	-12
COc1ccc(-c2cc(C(=O)OCC(=O)N(C)C)c3ccccc3n2)cc1	-8	-20	-5	6	4	5	20	-2
CCCc1c(C(=O)N/N=C(\C)CCc2ccccc2)nnn1-c1nonc1N	-2	-1	0	-8	-4	1	7	2
O=c1c2ccccc2c(-c2ccc(F)cc2)nn1-c1ccc(C(F)(F)F)cc1	-15	4	-4	1	-12	4	19	6
Cn1cc(C(=O)N/N=C/C(Br)=C\c2ccccc2)ccc1=O	8	-25	12	-8	36	4	3	0
COc1ccc(-c2cc(C(=O)N/N=C/c3cc(OC)c(OC)cc3OC)c3ccccc3n2)cc1	-7	3	5	-15	5	-5	-3	-8
O=C(O)/C=C\c1cccc(-n2nnnc2SCc2ccccc2F)c1	nt	20	1	4	3	4	2	7
O=C(c1ccc(Cl)c(S(=O)(=O)N2CCCCCC2)c1)N1CCOCC1	10	-13	0	1	0	-8	-2	-11
CCOC(=O)CCCC(=O)Nc1ncnc2c1C(c1ccccc1)c1c(ccc3ccccc13)O2 (centres undefined)	6	-39	5	-3	5	5	22	3
COc1ccc(NC(=O)CC2C(=O)N(c3ccc(Cl)cc3)C(=S)N2NC(=O)c2cccc(F)c2)cc1 (centres undefined)	2	-28	-10	-7	-11	-10	3	5
CN(C)c1ccc(P(=O)(OC2CCCCC2)C(O)c2ccccn2)cc1 (centres undefined)	-1	13	1	6	11	-2	-13	-4
COCCCN(C(=O)Nc1ccc(C)c(C)c1)C(C)c1ccccn1 (centres undefined)	6	18	3	5	-8	0	3	-4
O=C(Nc1ccc(S(=O)(=O)Nc2nccc(C3Cc4ccccc4C(=O)O3)n2)cc1)c1ccccc1 (centres undefined)	1	8	-5	-1	-7	-14	2	1
O=C(CSc1ccc(Cl)cc1)Nc1nnc(-c2cccc([N+](=O)[O-])c2)s1	-3	9	-3	-12	2	-3	6	6

Record cards (already shown). Values in the order: Gli-Sufu block | 697 NFkB inh | SENP7 block | UBC13 polyUb | Jurkat NFkB inh | SENP8 inh | Apaf1 inhib | HKDC1 inhibitor
CCC(C)OC(=O)n1ccc(C(=O)Nc2nccs2)n1 (centres undefined) is entered as -10 | -11 | -2 | -1 | -12 | -6 | -5 | -6
CC(C)C[C@@H]1CN=C(N)N1C[C@@H]1CCCN1C[C@@H](C(C)C)N1C[C@@H](Cc2ccccc2)N(CCCC2CCCC2)C1=N is entered as -6 | 19 | 5 | 78* | 4 | 3 | 55* | -5
COc1ccc(S(=O)(=O)N2CCOCC2)cc1NC(=O)CSc1ccc(F)cc1 is entered as -6 | 0 | -2 | 9 | -6 | 2 | 0 | -3

(more compounds)
SMILES	Gli-Sufu block	697 NFkB inh	SENP7 block	UBC13 polyUb	Jurkat NFkB inh	SENP8 inh	Apaf1 inhib	HKDC1 inhibitor
Cc1ccc(-c2nnc(N3CC(C)OC(C)C3)c3ccccc23)cc1 (centres undefined)	11	16	6	-7	15	3	12	-4
COC(=O)CSc1nnc(CNC(=O)c2cccs2)n1-c1cc(OC)ccc1OC	-1	6	3	15	-1	2	-19	-10
COc1ccc(C(C)NC(=O)Cc2cccs2)cc1OC (centres undefined)	-2	2	-9	-4	-2	-14	-2	3
COc1ccc2[nH]c(C)c(CCN(Cc3cccs3)C(=S)Nc3cccc(F)c3)c2c1	4	-14	8	-16	-21	6	7	8
COc1cc(C)c(CN2CCN(S(=O)(=O)c3ccc(Cl)s3)CC2)cc1OC	4	10	3	10	14	-1	12	1
CC(CCN1CCN=C1Nc1ccccc1)c1ccccc1 (centres undefined)	2	-8	-4	-4	6	-11	-2	-4
CCN(CC)c1cc(-c2ccccc2)ncn1	-17	-14	1	6	1	-4	2	-11
Cc1ccc(-c2nn(C)c(=O)c3ccccc23)cc1CN1CCCCC1	6	-4	-2	1	-4	-3	-19	-4
O=C(O)c1ccc(S(=O)(=O)NC2CCCCC2)cc1	7	18	3	3	-7	-1	-21	-10
CCCS(=O)(=O)N1CCN=C1SCc1cccnc1	-3	-7	5	-8	7	2	-3	0
O=C(Nc1ccc(F)c(Cl)c1)C1CC(=O)N(Cc2ccco2)C1 (centres undefined)	4	8	5	5	14	12	-8	-9
CSc1ccccc1NC(=O)c1cc(-c2cccnc2)nc2ccc(Br)cc12	-8	0	-5	-12	-8	-1	17	4
COc1ccccc1NS(=O)(=O)c1cc(NC(=O)c2sc3cc(Cl)ccc3c2Cl)ccc1C	18	-1	-8	3	4	-2	10	-5
CCOC(=O)c1ccccc1NC(=O)Cn1c(-c2nonc2N)nc2ccccc21	48	15	-8	-17	82*	8	10	4
COc1ccc(NC(=O)CSc2nc3nc(C)cc(C)c3c(=O)[nH]2)cc1OC	-6	-2	-1	-14	-10	-4	-3	6
O=C(Nc1nc(-c2ccc(S(=O)(=O)N3CCCC3)cc2)cs1)C1COc2ccccc2O1 (centres undefined)	0	6	-8	-22	7	6	-1	4
CN(C(=O)c1ccccc1C(=O)OCC(=O)c1ccc(F)c(F)c1)C1CCCCC1	2	10	-3	0	3	0	18	8
CN1CCN(C(=O)CN(C)S(=O)(=O)c2cc(Cl)ccc2Cl)CC1	-24	14	1	5	15	10	5	-5
